Spn DPM-DC inh – blocks S. pneumoniae diphosphomevalonate decarboxylase. purified DPM-DC, PK/LDH coupled NADH fluorescence. calls only at 10 µM. hit rate 0.49% among 65,000. AID 556;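 active = the 320 compounds with the highest percent inhibition in the single-dose primary screen, excluding strongly autofluorescent ones, cut at about 32% in these data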;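 also: kinetic rate of NADH fluorescence loss reporting ADP formed by the decarboxylase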
HPDE-C7K KRASV12 – cytotoxicity in KRAS-transformed pancreatic duct cells, primary screen, cell-based, fluorescence, HTS (AID 431) | HPDE-C7K KRASV12 cells, Alamar Blue viability, 48 h; higher % means a stronger effect | cytotoxicity, % at 10 µM, or EC50 in µM where a hit was titrated | hit rate 1.7% among 63,000;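 active = compounds whose percent cytotoxicity in the single-dose primary screen, scaled between solvent and toxic-drug controls, exceeds 50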;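 also: 0% = DMSO solvent wells and 100% = doxorubicin-treated wells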
HPDE-C7 cytotoxicity – HPDE-C7 pancreatic duct cell viability loss – fluorescence, HTS (AID 430). HPDE-C7 pancreatic duct cells viability, fluorescence; higher % means a stronger effect. one-dose cytotoxicity, % at 10 µM; EC50 in µM for titrated hits. hit rate 1.8% among 63,000;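 also: cells exposed to compound for 48 hours before viability readout; 0% = vehicle and 100% = reference cytotoxic drug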
PMK inhibit – blocks S. pneumoniae phosphomevalonate kinase; hit rate 0.49% among 65,000; purified PMK, PK/LDH-coupled NADH absorbance 340 nm; inhibition, % at 10 µM;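 active = top-ranked compounds by inhibition in the single 10 µM screen, taking a fixed number of the strongest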;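 also: 0% = full reaction with DMSO carrier and 100% = background rate without enzyme reaction; no value below 0 was filed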
Bfl-1 displacement – Bfl-1 inhibitors, primary screen, biochemical, fluorescence polarization, FITC-Bid, mouse (AID 432). hit rate 0.02% among 64,000. displacement, % at 20 µM; hits with a dose series show IC50 in µM. FITC-Bid BH3 peptide fluorescence polarization displacement; higher % means a stronger effect; in the data active = a potency from the dose series; inactive = the rest, 99 in 100 with displacement below about 15%; also: strong numbers were not always called active
HT1080 viability – cytotoxicity in HT1080 fibrosarcoma cells, cell-based, fluorescence readout (AID 620) | HT1080 viability, fluorescence; higher % means a stronger effect | cytotoxicity, % at 10 µM, or EC50 in µM where a hit was titrated | hit rate 0.42% among 87,000;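 also: cells exposed to compound overnight then 4 h with Alamar Blue; 0% = vehicle DMSO and 100% = killing control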
Spn MK inh – blocks S. pneumoniae mevalonate kinase. purified MK, PK/LDH-coupled NADH absorbance 340 nm. inhibition, % at 10 µM. hit rate 0.48% among 65,000. AID 555;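 active = ranked among the strongest by inhibition in the single 10 µM screen, a fixed top-ranked set picked for dose follow-up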; also: no value below 0 was filed
LYP phosphatase – inhibition of human PTPN22 tyrosine phosphatase – biochemical, DiFMUP fluorescence, recombinant catalytic domain, 10 µM, primary screen (AID 606) | 52,000 tested, under 10 active | recombinant LYP catalytic domain, DiFMUP fluorescence; higher % means a stronger effect | inhibition, % at 10 µM; hits with a dose series show IC50 in µM;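 active = IC50 under 40 µM in the dose-response test; inactive = IC50 of 40 µM or more, or never dose-tested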
TNAP inhibition – human TNAP enzyme inhibitors, biochemical, luminescent (AID 518); inhibition, % at 20 µM, or IC50 in µM where a hit was titrated; purified TNAP enzyme, luminescent substrate readout; higher % means a stronger effect; hit rate 0.09% among 64,000; in the data active = a potency from the dose series; inactive = the rest, 99 in 100 with inhibition below about 22%;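 also: plate controls were vehicle for no effect and reference inhibitor for full effect; many of its hits are not listed in these tables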
PMK inhibit pilot replicates – further read-out of PMK inhibit, marked with its call; inhibition, %; measured here: pilot screen replicates
Spn MK inh pilot replicates – also measured in Spn MK inh; calls as there; inhibition, %; measured here: pilot screen replicates
Spn DPM-DC inh pilot screen % – further read-out of Spn DPM-DC inh, marked with its call; inhibition, %; measured here: pilot screen trials
* = called active by the depositor; i = inactive; / = not tested or not shown. Rule as the data show it, unless noted: active = cytotoxicity above about 50%; inactive = the rest.

SMILES	Spn DPM-DC inh	HPDE-C7K KRASV12	HPDE-C7 cytotoxicity	PMK inhibit	Bfl-1 displacement	HT1080 viability	Spn MK inh	LYP phosphatase	TNAP inhibition	others
COCCN(CCOC)C(=O)C12CCC(C)(C(=O)C1)C2(C)C (centres undefined)	i	-12%	-10%	0	-1%	14%	4	12%	1%
C=CCn1c(-c2cccc(Cl)c2)n[nH]c1=S	i	21%	6%	0	4%	-2%	9	10%	15%
COCCN(CCOC)C(=O)c1sc2nc(-c3ccccc3)cn2c1C	i	-2%	1%	3	-12%	-15%	3	5%	6%	PMK inhibit pilot replicates=1.5;Spn MK inh pilot replicates=0.0;Spn DPM-DC inh pilot screen %=0.0
COc1ccc(NC(=O)C2CCCN(S(=O)(=O)c3c(C)n[nH]c3C)C2)c(OC)c1 (centres undefined)	i	-5%	-15%	13	4%	0%	0	/	14%
O=C(COC(=O)c1cccs1)NCC1CCCO1 (centres undefined)	i	-3%	9%	10	-1%	-1%	8	17%	9%
CCN(CC)S(=O)(=O)c1ccc(-c2nnc(SCC(=O)N3c4ccccc4CC3C)o2)cc1 (centres undefined)	i	-29%	-21%	0	-5%	19%	7	/	8%
COc1ccc(OC(=O)c2cc3ccccc3o2)cc1	i	13%	0%	0	-9%	-10%	1	8%	7%
CC(=O)c1ccc(-c2nc3ccccc3n2C)o1	/	17%	14%	3	-2%	3%	10	-1%	7%	PMK inhibit pilot replicates=2.5;Spn MK inh pilot replicates=0.5
O=c1c2[nH]c3ccc(Cl)cc3c2ncn1Cc1ccccn1	i	-2%	-7%	14	-2%	-1%	12	11%	-2%	PMK inhibit pilot replicates=1.0;Spn MK inh pilot replicates=0.5;Spn DPM-DC inh pilot screen %=2.5
COCCn1c(-c2ccccc2)nc2oc3ccccc3c(=O)c2c1=O	i	-12%	-23%	3	2%	-16%	2	3%	1%
c1ccc(-c2nn3c(-c4ccco4)nnc3s2)nc1	i	-7%	-19%	0	-1%	8%	6	/	4%
Cc1ccc(S(=O)(=O)N2CCCC2C(=O)NCc2ccco2)cc1 (centres undefined)	i	-8%	-7%	12	2%	/	6	5%	-1%
CCN1C(=O)/C(=C\N2CCN(C)CC2)SC1=S	i	-11%	-7%	0	-2%	15%	8	7%	12%
COC(=O)CN(C(=O)CSc1nnc(-c2cccc(OC)c2)o1)c1ccc(OC)cc1	i	-4%	-8%	12	-7%	4%	9	/	7%
O=C(Cc1nn[nH]n1)NCc1ccccc1Cl	i	-12%	-4%	14	-4%	-7%	0	10%	1%

Part of the list above in order of formula weight, falling.
SMILES	Spn DPM-DC inh	HPDE-C7K KRASV12	HPDE-C7 cytotoxicity	PMK inhibit	Bfl-1 displacement	HT1080 viability	Spn MK inh	LYP phosphatase	TNAP inhibition	others
O=c1c2[nH]c3ccc(Cl)cc3c2ncn1Cc1ccccn1	i	-2%	-7%	14	-2%	-1%	12	11%	-2%	PMK inhibit pilot replicates=1.0;Spn MK inh pilot replicates=0.5;Spn DPM-DC inh pilot screen %=2.5
COc1ccc(OC(=O)c2cc3ccccc3o2)cc1	i	13%	0%	0	-9%	-10%	1	8%	7%
C=CCn1c(-c2cccc(Cl)c2)n[nH]c1=S	i	21%	6%	0	4%	-2%	9	10%	15%

Quoted at random: two entries already listed
SMILES	Spn DPM-DC inh	HPDE-C7K KRASV12	HPDE-C7 cytotoxicity	PMK inhibit	Bfl-1 displacement	HT1080 viability	Spn MK inh	LYP phosphatase	TNAP inhibition	others
COC(=O)CN(C(=O)CSc1nnc(-c2cccc(OC)c2)o1)c1ccc(OC)cc1	i	-4%	-8%	12	-7%	4%	9	/	7%
COCCn1c(-c2ccccc2)nc2oc3ccccc3c(=O)c2c1=O	i	-12%	-23%	3	2%	-16%	2	3%	1%

Continuation.
SMILES	Spn DPM-DC inh	HPDE-C7K KRASV12	HPDE-C7 cytotoxicity	PMK inhibit	Bfl-1 displacement	HT1080 viability	Spn MK inh	LYP phosphatase	TNAP inhibition	others
O=C(NCc1ccncc1)c1ccc(Cl)c(S(=O)(=O)N2CCOCC2)c1	i	0%	-4%	1	9%	-7%	12	-13%	12%
CCOC(=O)c1nnn(-c2nonc2NC(C)=O)c1C	i	9%	-12%	18	-6%	-13%	0	-11%	9%	PMK inhibit pilot replicates=1.5;Spn MK inh pilot replicates=0.5;Spn DPM-DC inh pilot screen %=1.0
Cc1ccc(-n2ncc3c(=O)[nH]cnc32)c(C)c1	i	-23%	-11%	12	-3%	16%	5	5%	0%
COC(=O)c1cc2ccsc2n1CC(=O)Nc1ccc(N(C)C)cc1	i	-25%	-3%	9	0%	-3%	9	18%	2%
Cc1ccc(C)c(/C(O)=C2\C(=O)C(=O)N(CCCN3CCOCC3)C2c2cccnc2)c1 (centres undefined)	i	6%	-4%	0	-8%	-4%	4	/	4%	PMK inhibit pilot replicates=2.5;Spn MK inh pilot replicates=0.5;Spn DPM-DC inh pilot screen %=0.0
CN1CCCN(C(=O)c2ccc(Cl)c(S(=O)(=O)N(C)c3ccccc3)c2)CC1	i	2%	-3%	10	0%	6%	15	/	9%
CC1(C)CC(=O)c2sc(NC(=O)CN3CCOCC3)nc2C1	i	-4%	-10%	2	-6%	-2%	9	3%	3%
O=C1[C@@H]2[C@H](C(=O)N1n1cnnc1)[C@H]1C=C[C@@H]2C1	i	-4%	0%	0	38%	-4%	3	7%	3%
COc1ccc(-c2nc(C#N)c(NCCCN(C)C)o2)cc1OC	/	12%	-8%	16	0%	0%	33	-6%	15%	PMK inhibit pilot replicates=2.5;Spn MK inh pilot replicates=11
N#CCSc1n[nH]c2nc3c(c(=O)n12)C1(CCCC1)Cc1ccccc1-3	/	48%	55%*	0	4%	0%	8	16%	16%
CCOC(=O)C1=C(C)Nc2nnnn2C1c1c[nH]c2ccccc12 (centres undefined)	i	12%	0%	0	-2%	41%	0	/	15%	PMK inhibit pilot replicates=0.0;Spn MK inh pilot replicates=0.0;Spn DPM-DC inh pilot screen %=0.0
CC1(c2ccco2)NC(=O)NC1=O (centres undefined)	i	-15%	-6%	0	-4%	9%	1	13%	10%
COc1ccc(C2C3=C(CC(C)(C)CC3=O)Oc3ncn(CC(C)C)c(=N)c32)cc1 (centres undefined)	i	-14%	-26%	4	-1%	-1%	5	5%	9%
O=C1C(C=NCCN2CCOCC2)=C(O)c2ccccc21	i	1%	-4%	1	5%	/	0	7%	11%
Cc1csc(=O)n1CCC(=O)O	i	12%	-3%	7	-2%	-1%	1	4%	0%
COc1ccc(S(=O)(=O)N(C)CC(=O)Nc2c(F)cccc2F)cc1	i	-7%	-2%	7	-2%	4%	6	-1%	15%
CCn1c(SCC(=O)NCCc2ccc(Cl)cc2)nnc1-c1cccs1	i	-11%	-28%	0	5%	-3%	5	-1%	13%	PMK inhibit pilot replicates=0.0;Spn MK inh pilot replicates=5.5;Spn DPM-DC inh pilot screen %=0.0
O=C(OCC(=O)N1CCc2ccccc21)C1=COCCO1	i	-6%	6%	9	-7%	-2%	10	7%	14%	PMK inhibit pilot replicates=0.5;Spn MK inh pilot replicates=0.0;Spn DPM-DC inh pilot screen %=0.5
Cc1ccc(CCNC(=O)C2CCN(S(=O)(=O)c3c(C)nn(C)c3C)CC2)cc1	i	-2%	-5%	0	5%	4%	2	3%	14%	PMK inhibit pilot replicates=0.0;Spn MK inh pilot replicates=0.5;Spn DPM-DC inh pilot screen %=0.5
CCOC(=O)CC(N)c1ccc2c(c1)OCO2 (centres undefined)	i	-26%	-16%	0	-2%	0%	0	/	8%
NC(=O)c1ccccc1N=Cc1ccccn1	/	-11%	-14%	10	-2%	/	3	14%	7%
Cc1nnc(NC(=O)c2c(F)c(F)c(F)c(F)c2F)s1	i	-4%	-12%	2	-5%	-4%	4	3%	3%
N#Cc1ccccc1N=C1CCCN1Cc1ccccc1	i	-25%	-13%	0	4%	5%	6	/	0%
O=C(CCNS(=O)(=O)c1cccc2nonc12)N1CCN(c2cccc(Cl)c2)CC1	i	-1%	1%	0	-3%	/	0	2%	14%
O=C(CCN1C(=O)c2ccccc2C1=O)NC1=NCCS1	i	-14%	-3%	51*	1%	-1%	6	-6%	3%
COc1ccccc1CNc1n[nH]c(NCc2ccccc2OC)n1	i	-11%	-1%	0	3%	-2%	10	20%	2%
CCOC(=O)C1CCCN(C(=O)C2CCCN(S(C)(=O)=O)C2)C1 (centres undefined)	i	-4%	-9%	26*	3%	-4%	1	12%	1%
O=P(O)(CCCP(=O)(O)CCc1ccccc1)CCc1ccccc1	i	-8%	-11%	11	-6%	-1%	0	5%	1%
CCOc1ccc(C2/C(=C(\O)c3cccc(OC)c3)C(=O)C(=O)N2c2cc(C)on2)cc1OC (centres undefined)	i	17%	11%	12	-3%	-3%	8	10%	9%
Cc1c(NC(=O)CSc2nc3c(cnn3-c3ccccc3)c(=O)[nH]2)c(=O)n(-c2ccccc2)n1C	i	3%	2%	14	0%	7%	0	12%	14%
Cc1noc(C)c1COC(=O)COc1ccc2c(C)cc(=O)oc2c1	i	-2%	-7%	0	-1%	0%	0	2%	7%
CCCOC(=O)CCc1n[nH]c(=O)[nH]c1=O	i	-5%	7%	2	-10%	12%	5	/	8%
COC(=O)c1ccccc1NC(=O)c1nc2nc(C)cc(C(F)F)n2n1	i	/	/	10	-4%	5%	8	9%	6%
O=C(COC(=O)C1(c2ccccc2F)CCCC1)N1CCN(C(=O)c2ccco2)CC1	i	9%	4%	10	0%	2%	5	/	6%
CCOC(=O)N1CCN(c2cc3[nH]c(=S)[nH]c3cc2F)CC1	i	-6%	-4%	11	-1%	1%	6	10%	-22%	PMK inhibit pilot replicates=1.5;Spn MK inh pilot replicates=0.0;Spn DPM-DC inh pilot screen %=0.0
O=C(O)C1C2C=CC(C2)C1C(=O)Nc1ccc2c(c1)OCCO2 (centres undefined)	i	7%	8%	0	-2%	-2%	7	3%	1%
